MT1-MMP act inh – MT1-MMP (human) activation inhibition; HT1080 RFP-PRO-GFP cells, GFP/RFP ratio fluorescence, overnight; percent of plate control window, DMSO zero; 360,000 compounds, 0.061% hits; AID 651647; GFP/RFP ratio change, % at 20 µM; P50281;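 active means GFP/RFP ratio change of at least 30% with cell ATP level not reduced by more than half and red fluorescence within 50% of control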; further: strong numbers were not always called active
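Material: RFP-PRO-GFP reporter HT1080 cells. Dosing: single-point 20 µM compound, 1% DMSO. Controls: DMSO and RFP-L50D-GFP cell wells. Timing: cells overnight before dosing, compound overnight, 37 °C, 5% CO2. Measure: GFP/RFP fluorescence ratio.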
CendR NRP1 mod – modulators of CendR peptide binding to human neuropilin-1; 360,000 compounds, 0.85% hits; inhibition, % at 25 µM; O14786; FAM-RPARPAR peptide binding to NRP-1, fluorescence polarization;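 active means inhibition or corrected inhibition above about 18%, plus a signal ratio from 0.5 to 1.5, limit read from the data, passing the limit was not always enough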; further: strong numbers were not always called active
Target sequence (O14786 whole entry, looked up): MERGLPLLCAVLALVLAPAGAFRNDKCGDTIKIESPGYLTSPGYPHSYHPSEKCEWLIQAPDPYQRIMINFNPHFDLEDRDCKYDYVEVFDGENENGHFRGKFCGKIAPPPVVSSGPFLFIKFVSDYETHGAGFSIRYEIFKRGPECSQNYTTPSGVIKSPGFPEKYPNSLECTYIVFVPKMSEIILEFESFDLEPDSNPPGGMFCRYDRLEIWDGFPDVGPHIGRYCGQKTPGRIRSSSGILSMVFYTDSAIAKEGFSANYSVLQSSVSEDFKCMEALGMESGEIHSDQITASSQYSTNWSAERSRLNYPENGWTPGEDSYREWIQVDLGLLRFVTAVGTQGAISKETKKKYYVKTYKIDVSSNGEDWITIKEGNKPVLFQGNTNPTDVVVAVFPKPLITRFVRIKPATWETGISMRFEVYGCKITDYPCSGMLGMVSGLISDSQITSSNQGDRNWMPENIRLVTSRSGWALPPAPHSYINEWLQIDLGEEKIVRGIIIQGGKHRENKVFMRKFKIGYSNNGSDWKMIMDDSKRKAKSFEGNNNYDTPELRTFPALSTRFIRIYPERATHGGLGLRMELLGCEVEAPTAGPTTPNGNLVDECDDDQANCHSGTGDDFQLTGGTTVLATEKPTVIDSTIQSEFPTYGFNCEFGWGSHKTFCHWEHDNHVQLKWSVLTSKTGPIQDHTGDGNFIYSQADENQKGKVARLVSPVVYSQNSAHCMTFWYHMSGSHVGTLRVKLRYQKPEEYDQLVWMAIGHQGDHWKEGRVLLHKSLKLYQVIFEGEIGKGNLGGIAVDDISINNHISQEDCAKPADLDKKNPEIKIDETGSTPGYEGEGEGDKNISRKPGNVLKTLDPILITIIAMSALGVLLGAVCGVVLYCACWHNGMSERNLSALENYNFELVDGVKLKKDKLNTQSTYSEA
bovine MsrA act – bovine methionine sulfoxide reductase A activation. AID 602163. purified bovine MsrA, absorbance read-out. 360,000 compounds, 0.3% hits. activation, % at 10.6 µM; in the data active means activation above about 7.5%;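 further: 0% = vehicle and 100% = reference activator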
E coli Lon inh – inhibitors of E. coli Lon protease | purified E. coli Lon protease, fluorescence polarization | AID 602123 | P0A9M0 | inhibition, % at 7.94 µM | 360,000 compounds, 0.42% hits; in the data active means inhibition above about 13%, passing the limit was not always enough;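 further: 0% = enzyme with probe and DMSO and 100% = no enzyme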
Neddylation inh – cullin neddylation inhibition. P61081+Q13564. TR-FRET cullin neddylation, biochemical. calls only at 25 µM. 360,000 compounds, 0.58% hits. AID 651699; in the data active means inhibition above about 36%
FAS-TE inh – inhibitors of human fatty acid synthase thioesterase domain; 360,000 compounds, 0.67% hits; P49327; inhibition, % at 15 µM; recombinant FAS-TE, OMFH fluorogenic substrate, fluorescence endpoint;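 active means compounds whose normalised, plate-corrected inhibition of enzyme fluorescence in the single-dose primary screen is 50% or more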;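 further: 0% = DMSO with enzyme and 100% = substrate without enzyme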
SKN-1 inh – C. elegans SKN-1 inhibition. 360,000 compounds, 0.49% hits. C. elegans VP596 Pgst-4::GFP/RFP ratio, acrylamide-induced, 24 h. inhibition, % at 21.8 µM. AID 624304;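 active means interference check ratio from 0.5 to 1.5 plus GFP to RFP signal ratio inhibition reaching or exceeding a fixed threshold, cut at about 30% in these data, passing the limit was not always enough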; further: some compounds called inactive have numbers as strong as hits
PABP1 MLLE inh – inhibitors of microRNA-mediated deadenylation, human PABP1 MLLE binding; P11940; GST-MLLE / FITC-PAM2 fluorescence polarization; inhibition, % at 20 µM; 360,000 compounds, 0.36% hits; in the data active means inhibition above about 35%, passing the limit was not always enough;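 further: plate controls were DMSO wells with GST-MLLE for no effect and wells lacking GST-MLLE protein for full effect; some results filed as inactive read as strong as hits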
Rin1-Abl PPI inh – blocks binding of human Rin1 to Abl; TR-FRET Rin1/Abl binding, biochemical; inhibition, % at 7.35 µM; 360,000 compounds, 0.4% hits; AID 588664; in the data active means inhibition above about 5%, passing the limit was not always enough
Starred values were filed as active, the others as inactive; i = inactive; . = no result given; & = joins results of further samples. This is a random part of the collection. Share with any hit: about 4%.

SMILES	MT1-MMP act inh	CendR NRP1 mod	bovine MsrA act	E coli Lon inh	Neddylation inh	FAS-TE inh	SKN-1 inh	PABP1 MLLE inh	Rin1-Abl PPI inh
Cn1c(=O)c2nc(-c3ccc(Cl)cc3Cl)oc2c2ccccc21	-3	-6	0	-7	.	-2	-10	4	-3
COc1ccc(NC(=O)CSc2nnc(-c3cc(C)[nH]n3)n2N)cc1OC	-2	-8	-2	7	i	-6	-1	-2	-1
C=C(C)CNC(=S)Nc1ccc(S(=O)(=O)Nc2cnc3ccccc3n2)cc1	1	9	-4	4	i	-3	1	10	0
CCn1c(SCC(=O)NCC2CCCO2)nnc1-c1ccccc1 (centres undefined)	5	6	-8	-3	i	-9	10	18	-1
COCCn1nnnc1C(c1cc2c(C)cc(C)cc2[nH]c1=O)N1CCCCCC1 (centres undefined)	-2	-2	-3	1	i	-2	4	18	-3
Cc1ccc(NC(=O)CSc2nnc(CNC(=O)c3ccco3)o2)cc1Cl	0	6	-1	-3	i	-7	-4	6	2
CCOC(=O)Cc1csc(NC(=O)CSc2nnc3ccccn23)n1	-6	-1	-2	-2	i	-2	3	-9	3
O=C(O)c1cccc(S(=O)(=O)Nc2ccc(OCc3ccccc3)cc2)c1	1	6	-1	-1	i	-3	0	-2	-1
COC(=O)c1cc(C(=O)NCCCN2CCOCC2)cc([N+](=O)[O-])c1	3	-1	-4	-3	i	-6	9	7	-1
COc1ccc(NC(=O)C2CCCN(S(=O)(=O)c3c(C)n[nH]c3C)C2)cc1 (centres undefined)	-7	3	-12	-6	i	-11	-12	-2	1
CC(C)(C)C1CCC(=NNc2ccc(S(N)(=O)=O)cc2[N+](=O)[O-])CC1 (centres undefined)	1	-6	0	6	i	18	-6	-5	-2
COc1ccccc1NC(=O)CSc1nnc(CC(=O)Nc2ccccc2)n1C	-1	-1	1	5	i	-2	10	2	2
COCCNC(=S)N/N=C/c1ccc(N2CCOCC2)cc1	-2	-2	-6	-6	.	-4	5	1	2
O=C(Nc1ccccc1N1CCOCC1)c1ccc(N2CCOCC2)c([N+](=O)[O-])c1	2	14	-11	-10	i	5	-9	11	-2
CC1(C)CC(=O)C2=C(C1)NC(SCC(N)=O)=C(C#N)C21CCCCC1	-4	2	-9	-6	i	5	-17	36*	-3
O=C(c1nnsc1S(=O)(=O)c1ccc(Cl)cc1)N1CCOCC1	-27	6	-5	12	i	11	1	3	0
N#C/C(=C/c1ccc(N2CCCCCC2)o1)c1cccc(F)c1	-69	127	-6	-26	i	-13	21	-119	1
CCC(NC(=O)Nc1ncccc1C)(C(F)(F)F)C(F)(F)F	6	2	4	-3	i	-10	-12	0	3
N/C(CSc1ccccn1)=N\OCc1c(Cl)cccc1Cl	-2	-5	-3	2	i	9	-16	12	-2
O=C1C=C(c2ccccc2)C(c2ccccc2)C1 (centres undefined)	2	3	-2	0	i	-2	0	-6	1
Cc1cc(C(=O)COC(=O)CN(C)S(=O)(=O)c2ccc(Cl)cc2)c(C)n1CC1CCCO1 (centres undefined)	1	-3	-3	4	i	11	7	-10	-1
COc1cccc(NC(=O)C(c2ccccc2)N2CCCC2)c1 (centres undefined)	-1	24	-10	-1	i	0	-16	-11	-4
CCOC(=O)C1(Cc2cccc(OC)c2)CCCN(C(=O)CNC(C)=O)C1 (centres undefined)	-2	13	-1	8	i	-1	3	7	4
CCOC(=O)C1(CCOc2ccccc2)CCN(CC2CC2)CC1	2	-4	-3	-2	i	-1	0	-9	-4
O=C(NC1CCc2ccccc21)c1cc(COc2ccc(F)cc2F)on1 (centres undefined)	2	4	-7	-1	i	24	0	7	2
CC(=O)Nc1ccc2c(c1)[nH]c(=O)c1ccccc12	6	-4	-4	-10	.	-3	-5	3	2
O=C(NCCNC(=O)c1ccccn1)c1cccc(F)c1	-2	0	-2	-2	i	-2	16	6	-4
CCOC(=O)C(CC(=O)Nc1nc(C(C)=O)c(C)s1)C(C)c1ccccc1 (centres undefined)	-15	3	-4	-3	i	8	-5	4	-7
O=[N+]([O-])c1ccc(CSc2nnc(SCc3ccc(Cl)cc3)s2)cc1	-2	-17	-9	-6	i	34	14	-90	1
Cc1ccc(Cl)c(NC(=O)CN(C)CC(=O)Nc2ccc(F)c(F)c2F)c1Cl	-1	4	0	-5	i	-3	7	1	-2
O=C(COc1ccc(S(=O)(=O)N2CCOCC2)cc1)Nc1ccccc1C(F)(F)F	-7	1	-4	-6	i	-4	-7	19	-3
CCn1c(CC(=O)Nc2ccc(C)cc2)nnc1SCC(=O)N1CCN(c2ccccc2)CC1	6	-35	-1	9	i	-3	8	2	1
O=S(=O)(NCCc1ccccc1)c1ccc(F)cc1Br	2	7	-3	-5	i	0	1	4	-4
O=C(O)CSc1nc2c(c(C(F)(F)F)n1)CCCC2	0&-1	22&4	-2&-2	5&3	i	-3&-5	5&-5	-5&-8	0&-1
COc1cccc(CN2CC(C(=O)NCCc3cn4cccnc4n3)CCC2=O)c1 (centres undefined)	3	6	0	1	.	-7	-16	4	-5
C=CCn1c(-c2cc(-c3ccccc3)sc2N)n[nH]c1=S	6	-8	-1	-2	i	1	-5	-46	-1
Cc1cccc(C(=O)N2CCCC(Nc3ccc(C)c(C)c3)C2)n1 (centres undefined)	3	15	1	0	i	-3	1	-3	2
CCOc1cc2c(cc1OCC)C(c1ccc(O)c(OC)c1)NCC2 (centres undefined)	-4	-16	-8	-13	i	-11	0	-8	-1
CCC(=O)Nc1ccc(OCc2nc3ccccc3s2)cc1	-7	-27	-1	-1	i	-1	0	14	1
O=C(CSc1nnnn1-c1ccc(Cl)c(C(=O)O)c1)NC(c1ccccc1)c1ccccc1	-2	0	-1	0	i	-3	9	12	0
Cc1ccc(C(=O)N2CCC3(CC2)NCCc2[nH]cnc23)cc1C	0	-4	-1	-8	i	-8	7	15	2
O=C(C[C@H]1CC[C@H]2[C@@H](COC[C@H](O)CN2Cc2ccccc2)O1)NCCCN1CCOCC1	-3	9	.	.	i	.	-1	.	.
O=C(c1cccc(Br)c1)N1CCN(C(=O)N2CCCCC2)CC1	0	-10	3	1	i	-7	18	4	2
CC(=O)c1cc(C#N)c(NCCCN(C)C)nc1C	-2	1	-6	-7	i	-2	0	-4	4
COc1ccc(C)cc1NC(=O)c1ccccc1NS(=O)(=O)c1cccc2cccnc12	1	0	0	-10	i	-6	-2	-9	1
COc1cccc(NC(=O)C2CCN(S(=O)(=O)c3ccc4c(c3)OCCO4)CC2)c1	5	0	0	1	i	12	1	-5	-8
CCN1CCN(c2ccc([N+](=O)[O-])c(Sc3nc4ccccc4[nH]3)c2)CC1	1	4	-6	9	i	15	-10	-3	-5
Clc1cccc(CNc2ccn3nc(-c4ccco4)cc3n2)c1	2	-15	-8	-3	.	19	1	19	1
CC(=O)c1c(C)[nH]c(C(=O)OCc2csc(CC(=O)Nc3ccccc3C)n2)c1C	-2	-13	-1	4	i	3	12	-11	4
CC1CCN(CCCNC(=O)c2cc3c(s2)-c2ccccc2OC3)CC1	-1	6	-3	-8	i	-4	14	8	-4
CCC(C)(C)NC(=O)C(c1ccco1)N(C(=O)Cn1nnc2ccccc21)c1ccc2c(c1)OCO2 (centres undefined)	3	3	0	-1	i	5	-12	-10	-2
O=C(CSc1nnc(NC(=O)c2ccccc2[N+](=O)[O-])s1)NCC1CCCO1 (centres undefined)	-2	0	-2	1	i	-2	5	8	-5
CCC1CCCCN1C(=S)Nc1ccc(SC(F)F)cc1 (centres undefined)	3	8	1	8	i	6	3	-106	-2
Cc1ccc(C(=O)CSc2nc(N)cc(=O)[nH]2)cc1	-1	8	1	-7	i	-9	22	18	4
O=C(CSc1ccc2nnc(CCNC(=O)c3ccccc3)n2n1)NCc1ccc(F)cc1	4	-7	0	3	i	-4	10	4	0
COc1cccc(-c2nnc3sc(C4CCCCC4)nn23)c1	-17	-5	4	-7	i	15	-5	2	4
O=C(C1CCN(C2CC(=O)N(c3ccc(F)cc3)C2=O)CC1)N1CCOCC1 (centres undefined)	-1	-3	0	-3	i	-10	-11	-3	0
CCCN(Cc1cc2cc(C)ccc2[nH]c1=O)C(=O)c1cccc([N+](=O)[O-])c1	1	7	-5	2	i	3	-12	2	0
CC(C)CC(=O)N1CCN(Cc2cccc(Cl)c2)CC1	0	2	-3	3	i	-2	3	7	-2
Cc1ccc(S(=O)(=O)N2CCN(C(=O)COC(=O)c3ccc(Br)o3)CC2)c(C)c1	-4	-2	1	-9	i	13	23	-4	0

Next structures follow.
SMILES	MT1-MMP act inh	CendR NRP1 mod	bovine MsrA act	E coli Lon inh	Neddylation inh	FAS-TE inh	SKN-1 inh	PABP1 MLLE inh	Rin1-Abl PPI inh
O=C(O)Cc1ccc2oc(-c3ccccn3)nc2c1	-4	5	-5	8	i	0	-7	6	2
CC(=O)NS(=O)(=O)c1ccc(NC(=S)NC(=O)CC(C)C)cc1	-1	-4	-5	-5	i	-3	2	6	-1
Cc1ccc(NC(=O)CSc2nnc(-c3ccccn3)n2N)cc1F	0	0	-1	-4	i	-1	22	-6	-1
CN(C)C(=O)c1ccc(NC(=O)COc2cccc3c2OC(C)(C)C3)cc1	0	0	-4	3	i	-6	5	6	0
Cc1cc(-c2ccc(S(=O)(=O)N(C)Cc3ccccc3)cc2)on1	-5	0	-2	-7	i	2	7	-3	2
CC1CCCCN1Cc1c(O)ccc2c(=O)c(-c3nc4ccccc4s3)coc12 (centres undefined)	-2	-25	-3	-16	i	-4	13	-13	-2
Cc1ccc(NC(=O)CCC(=O)NNC(=O)c2ccco2)c(C)c1	14	3	-2	3	i	-7	5	1	0
CCn1cc(C(=O)O)c(=O)c2cc(F)c(N3CCNCC3)cc21	10	4	-2	4	.	1	6	13	-1
COc1cc(/C=N/n2nnnc2N)ccc1OC(C)C	3	10	-6	-2	i	-7	-10	0	1
CC(C)N1CCC(N2CCN(CCCc3ccccc3)CC2CCO)CC1 (centres undefined)	-4	-5	-3	5	i	-4	0	-2	-2
COCCN1C(=O)C(=O)/C(=C(/O)c2ccc(S(=O)(=O)N3CCOCC3)cc2)C1c1cccc(Cl)c1 (centres undefined)	2	7	-4	-1	i	-5	-4	0	2
O=C(NC(=S)Nc1ncccn1)c1ccccc1Cl	0	-2	-4	4	i	-3	-10	41*	-1
CN(C)S(=O)(=O)c1cc([N+](=O)[O-])ccc1N1CCCCCC1	2	9	-5	3	i	11	10	-1	-6
COc1ccc(NC(=O)CN2C(=O)COc3ccc(S(=O)(=O)N4CCOCC4)cc32)c(OC)c1	-2	-3	-3	-3	i	1	-14	1	2
O=C(NC1CCCCCC1)c1[nH]c(C(F)(F)F)nc1-c1ccccc1	2	5	-9	8	i	-3	-7	2	3
COc1ccccc1N(CC(=O)NC1CCCC1)C(=O)C1(C)CC(=O)N=C2C=CC(C)=CN21 (centres undefined)	-1	4	-1	3	.	-6	-19	-6	2
N#C/C(=C(\O)c1cc(Cl)sc1Cl)c1nc2ccccc2[nH]1	-11	-11	4	-8	i	-8	2	-16	-8

Shown as a markdown table: four of the compounds above.
| smiles | MT1-MMP act inh | CendR NRP1 mod | bovine MsrA act | E coli Lon inh | Neddylation inh | FAS-TE inh | SKN-1 inh | PABP1 MLLE inh | Rin1-Abl PPI inh |
| --- | --- | --- | --- | --- | --- | --- | --- | --- | --- |
| CCOC(=O)C(CC(=O)Nc1nc(C(C)=O)c(C)s1)C(C)c1ccccc1 (centres undefined) | -15 | 3 | -4 | -3 | i | 8 | -5 | 4 | -7 |
| O=[N+]([O-])c1ccc(CSc2nnc(SCc3ccc(Cl)cc3)s2)cc1 | -2 | -17 | -9 | -6 | i | 34 | 14 | -90 | 1 |
| Cc1ccc(Cl)c(NC(=O)CN(C)CC(=O)Nc2ccc(F)c(F)c2F)c1Cl | -1 | 4 | 0 | -5 | i | -3 | 7 | 1 | -2 |
| O=C(COc1ccc(S(=O)(=O)N2CCOCC2)cc1)Nc1ccccc1C(F)(F)F | -7 | 1 | -4 | -6 | i | -4 | -7 | 19 | -3 |
